# tim10-1 inh: growth inhibitors of tim10-1 mutant yeast, primary screen, luminescence, uHTS. S. cerevisiae tim10-1 ts strain growth, BacTiter-Glo, 24 h. inhibition, % at 20 µM. 330,000 tested, 2.2% active. AID 463190, 2010;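 active = inhibition of at least 40%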;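 also: mutant grown at 25 °C; 0% = DMSO wells with yeast and 100% = wells holding no yeast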
# UPR XBP1 act: activators of adaptive XBP1 UPR arm, primary screen, cell-based, CHO-XBP1 luciferase reporter, luminescence, uHTS. IRE1-XBP1 UPR activation; percent of tunicamycin response, DMSO as zero. 330,000 tested, 0.33% active. activation, % at 20 µM;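 active = versus positive control, 20 µM dose yields 30% or more activation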;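 also: 100% = tunicamycin at 10 µg/mL and 0% = DMSO only wells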
#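 Material: IRE1-XBP1 luciferase reporter CHO line / Quantity: one thousand reporter cells per well / Buffer or medium: F12 with 10% serum / Compound: 20 µM single concentration, DMSO 1% / Times: 6 h treatment, 37 °C / Detection: Steady-Glo luciferase glow luminescence, 10 min after reagent addition / Benchmarks: tunicamycin high, DMSO low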
# Mdm2-MdmX inh: inhibitors of human Mdm2-MdmX association, primary screen, cell-based, luminescence, split luciferase, SaOS-2, uHTS. inhibition, % at 8 µM. 330,000 tested, 3% active. AID 485346, 2010. SaOS-2 split-luciferase Mdm2/MdmX complementation. Protein Mdm4 (Homo sapiens) + E3 ubiquitin-protein ligase Mdm2 (Homo sapiens), …;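 active = inhibition of at least 50% at 8 µM in the primary screen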
# Target sequence (O15151 whole entry, looked up): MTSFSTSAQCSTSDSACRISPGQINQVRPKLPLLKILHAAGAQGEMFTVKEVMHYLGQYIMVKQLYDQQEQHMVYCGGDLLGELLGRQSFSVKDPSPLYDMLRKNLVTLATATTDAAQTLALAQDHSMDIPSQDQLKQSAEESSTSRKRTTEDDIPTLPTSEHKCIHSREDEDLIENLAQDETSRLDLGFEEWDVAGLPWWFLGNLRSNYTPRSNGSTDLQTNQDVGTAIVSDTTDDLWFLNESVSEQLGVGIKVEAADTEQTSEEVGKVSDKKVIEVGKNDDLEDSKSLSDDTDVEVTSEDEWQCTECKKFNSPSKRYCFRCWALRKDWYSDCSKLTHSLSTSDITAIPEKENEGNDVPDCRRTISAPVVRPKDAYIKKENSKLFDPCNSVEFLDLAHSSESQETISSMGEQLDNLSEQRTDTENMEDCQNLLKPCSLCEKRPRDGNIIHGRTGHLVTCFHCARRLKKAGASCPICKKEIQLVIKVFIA
# Target sequence (Q00987 whole entry, looked up): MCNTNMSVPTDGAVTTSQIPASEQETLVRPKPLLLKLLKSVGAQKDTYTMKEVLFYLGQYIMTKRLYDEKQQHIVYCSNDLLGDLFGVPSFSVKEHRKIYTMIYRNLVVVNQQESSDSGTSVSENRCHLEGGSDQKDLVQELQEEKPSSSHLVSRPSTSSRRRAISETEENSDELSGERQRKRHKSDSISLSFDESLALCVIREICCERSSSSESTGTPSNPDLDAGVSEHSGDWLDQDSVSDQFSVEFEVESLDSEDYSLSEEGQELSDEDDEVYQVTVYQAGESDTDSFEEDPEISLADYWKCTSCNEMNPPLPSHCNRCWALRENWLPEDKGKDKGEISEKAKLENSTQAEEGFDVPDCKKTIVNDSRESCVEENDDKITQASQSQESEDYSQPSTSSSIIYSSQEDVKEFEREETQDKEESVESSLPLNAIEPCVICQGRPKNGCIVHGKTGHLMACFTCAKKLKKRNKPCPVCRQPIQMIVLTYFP
# UPR CHOP act: activators of apoptotic CHOP UPR arm, primary screen, cell-based, CHO-CHOP luciferase reporter, luminescence, uHTS; UPR activation; percent of tunicamycin response over DMSO baseline; activation, % at 10 µM; 330,000 tested, 0.34% active; AID 449763, 2010;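 active = at 10 µM dose, activation of 40% or more, normalized to positive control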;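 also: 100% = tunicamycin at 10 µg/mL and 0% = DMSO alone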
#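 Assay system: CHO cells with stable CHOP pathway luciferase reporter; Buffer or medium: F12 plus 10% serum; Times: 16-18 h cell attachment, then 6 h compound exposure, 37 °C; Signal: luciferase luminescence; Read-out basis: percent activation relative to tunicamycin control; Control set: tunicamycin high control, DMSO low control.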
# 697 NFkB inh: inhibitors of PMA/ionomycin-induced NF-kB reporter, 697 cells, primary screen, B-cell NF-kB inhibitor project, cell-based, luminescence, uHTS. 330,000 tested, 0.33% active. 697 B-cell NF-kB luciferase reporter, 16 h. AID 435022, 2010. inhibition, % at 4 µM; in the data active = inhibition above about 35%
# tim23-1 inh: growth inhibitors of tim23-1 mutant yeast, primary screen, luminescence, uHTS. inhibition, % at 20 µM. S. cerevisiae tim23-1 growth, BacTiter-Glo luminescence, 24 h. 330,000 tested, 1.3% active. AID 463212, 2010;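 active = growth inhibition of the mutant yeast at or above 50%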;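 also: temperature-sensitive mutant grown at 25 °C; plate controls were DMSO-treated mutant yeast for no effect and medium wells lacking yeast for full effect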
# TIM10 inh: growth inhibitors of isogenic TIM10 control yeast, primary screen, counter-screen for tim10-1 yeast inhibitor project, luminescence, uHTS | S. cerevisiae TIM10 strain growth, BacTiter-Glo luminescence, 24 h | inhibition, % at 10 µM | 330,000 tested, 1.4% active;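 active = inhibition of 40% or more at the single tested concentration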;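 also: wild-type TIM10 isogenic control strain grown at permissive 25 °C; 0% = DMSO yeast wells and 100% = minimal medium wells without yeast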
# Jurkat NFkB inh: inhibitors of induced NF-kB luciferase reporter, primary screen, TCR NF-kB activation inhibitor project, cell-based, luminescence, uHTS; Jurkat, PMA/ionomycin-induced NF-kB luciferase reporter; inhibition, % at 4 µM; 330,000 tested, 0.53% active; in the data active = inhibition above about 50%
# Starred values were filed as active, the others as inactive.
SMILES,tim10-1 inh,UPR XBP1 act,Mdm2-MdmX inh,UPR CHOP act,697 NFkB inh,tim23-1 inh,TIM10 inh,Jurkat NFkB inh
CSc1nnc(Cc2sc(-c3ccccc3)nc2-c2ccccc2)o1,33,0,30,3.3,4,34,15,4
CC(C)(C)Nc1nc(Cl)nc(NC2CCCCC2)n1,28,0,-14,3.0,-53,31,24,-18
CCOC(=O)COc1ccc(C(=O)c2ccccc2)c(O)c1,-2,-1,3,-3.2,-5,10,-12,-11
COc1ccc2nc(/N=C(\N)NC(=O)C(C)(C)C)nc(C)c2c1,35,-1,-2,3.1,-53,11,15,-46
COc1ccccc1NC(=O)COc1cccc2c1CCNC2=O,18,3,37,0.0,21,16,7,-15
CC(C)CC1NC2(C(=O)N(C)c3ccccc32)C2C(=O)N(C(C)C)C(=O)C12 (stereo not drawn),10,-1,-14,0.2,11,15,8,2
CSc1ccccc1NC(=O)CN(C)C(C)C(=O)NCc1ccc2c(c1)OCO2 (stereo not drawn),0,-2,-5,0.3,5,16,2,-2
O=[N+]([O-])c1ccc(CN2CCC(Cc3ccccc3)CC2)cc1,-58,-3,6,-0.8,8,5,-54,2
Cc1cc(NC(=O)C2(c3ccccc3)CCCC2)no1,-2,-2,-20,-2.5,-3,14,18,11
O=C(O)C(Cc1ccc(O)cc1)N1C(=O)c2ccccc2C1=O (stereo not drawn),3,-5,21,-1.1,10,2,15,-8
Cc1cc(C(=O)Nn2c(-c3ccc(Br)cc3)nc3ccccc3c2=O)ccc1[N+](=O)[O-],24,0,-1,-0.6,-23,18,26,-12
Cc1cc(C)n2nc(C(=O)Nc3cccc(S(=O)(=O)N(C)c4ccccc4)c3)nc2n1,8,1,-18,-0.1,11,3,-14,2
Nc1nc(CSc2nc3ccccc3[nH]2)cs1,-16,1,28,4.7,-15,-14,0,0
COc1cccc(Oc2ccc3nnc(C(F)(F)F)n3n2)c1,-8,-2,-12,-0.5,0,3,-21,-16
CCOC(=O)Cc1nn2c(=O)cc(C)nc2s1,3,0,18,-1.7,4,13,-3,-5

# Ordered by SMILES length (low to high): 14 of the compounds above.
SMILES,tim10-1 inh,UPR XBP1 act,Mdm2-MdmX inh,UPR CHOP act,697 NFkB inh,tim23-1 inh,TIM10 inh,Jurkat NFkB inh
Nc1nc(CSc2nc3ccccc3[nH]2)cs1,-16,1,28,4.7,-15,-14,0,0
CCOC(=O)Cc1nn2c(=O)cc(C)nc2s1,3,0,18,-1.7,4,13,-3,-5
CC(C)(C)Nc1nc(Cl)nc(NC2CCCCC2)n1,28,0,-14,3.0,-53,31,24,-18
Cc1cc(NC(=O)C2(c3ccccc3)CCCC2)no1,-2,-2,-20,-2.5,-3,14,18,11
COc1ccccc1NC(=O)COc1cccc2c1CCNC2=O,18,3,37,0.0,21,16,7,-15
COc1cccc(Oc2ccc3nnc(C(F)(F)F)n3n2)c1,-8,-2,-12,-0.5,0,3,-21,-16
CSc1nnc(Cc2sc(-c3ccccc3)nc2-c2ccccc2)o1,33,0,30,3.3,4,34,15,4
O=C(O)C(Cc1ccc(O)cc1)N1C(=O)c2ccccc2C1=O (stereo not drawn),3,-5,21,-1.1,10,2,15,-8
O=[N+]([O-])c1ccc(CN2CCC(Cc3ccccc3)CC2)cc1,-58,-3,6,-0.8,8,5,-54,2
COc1ccc2nc(/N=C(\N)NC(=O)C(C)(C)C)nc(C)c2c1,35,-1,-2,3.1,-53,11,15,-46
CSc1ccccc1NC(=O)CN(C)C(C)C(=O)NCc1ccc2c(c1)OCO2 (stereo not drawn),0,-2,-5,0.3,5,16,2,-2
CC(C)CC1NC2(C(=O)N(C)c3ccccc32)C2C(=O)N(C(C)C)C(=O)C12 (stereo not drawn),10,-1,-14,0.2,11,15,8,2
Cc1cc(C)n2nc(C(=O)Nc3cccc(S(=O)(=O)N(C)c4ccccc4)c3)nc2n1,8,1,-18,-0.1,11,3,-14,2
Cc1cc(C(=O)Nn2c(-c3ccc(Br)cc3)nc3ccccc3c2=O)ccc1[N+](=O)[O-],24,0,-1,-0.6,-23,18,26,-12

# (listing goes on)
SMILES,tim10-1 inh,UPR XBP1 act,Mdm2-MdmX inh,UPR CHOP act,697 NFkB inh,tim23-1 inh,TIM10 inh,Jurkat NFkB inh
CCOC(=O)c1c(C)[nH]c(C(=O)OCC(=O)N2CCN(S(=O)(=O)c3ccccc3)CC2)c1C,14,0,6,0.4,-25,5,1,-10
CCC(C)NC(=O)c1cccc(C)c1 (stereo not drawn),6,1,-5,2.8,-3,2,-4,-7
CC(c1ccon1)N(C)C(=O)CCc1nnc(C2(c3ccc(Cl)cc3)CCC2)o1 (stereo not drawn),12,1,-24,1.3,-8,20,20,-12
COc1cc(C)ccc1OCCCOc1cc(C)ccc1Cl,16,1,4,-1.0,-5,10,7,2
OCCc1ccc(O)c(-n2nc3ccccc3n2)c1,11,0,-34,4.0,-25,11,12,-20
Cc1ccc(Cc2nnc(SCC(=O)Nc3ccccc3)n(N)c2=O)cc1,4,-5,4,0.9,10,12,-5,6
CC[C@]1(c2ccccc2C)ON(c2ccccc2C(F)(F)F)C1=O,-51,-3,47,0.1,8,12,-5,-7
CCCNC(=O)N1CCN(Cc2ccco2)CC1,2,-3,9,0.1,11,0,-5,1
CC(C)c1ccc(O)c(NC(=S)NC(=O)c2cccnc2)c1,-1,2,5,0.5,-48,15,17,-7
CCc1ccccc1NC(=O)CSc1nnc(Cn2nnc3ccccc32)n1C,17,-5,14,0.7,7,10,12,-22
Cc1ccc(S(=O)(=O)NCC(C)n2cncn2)cc1 (stereo not drawn),5,-8,11,1.7,12,-6,-1,4
Nc1ccn(C2CC(O)C(CO)O2)c(=O)n1 (stereo not drawn),9,-5,-6,5.8,21,-5,5,17
CC(C)CSC1=NSC2=NC(=O)/C(=C\c3coc4ccccc4c3=O)C(=N)N12,36,1,-16,0.2,-7,24,24,-10
CCOc1cccc(NC(=O)Cc2cccs2)c1,4,-6,-9,1.8,13,8,4,5
Cc1ccc2c(c1)N(CC(=O)NC1CCCCC1)C(=O)c1cccnc1O2,-36,2,6,-2.3,8,-23,-10,0
O=C1C=CN(Cc2ccccc2)C(c2ccccc2)C1 (stereo not drawn),-1,-1,-28,-2.9,11,3,13,5
O=C(O)c1cccc(S(=O)(=O)N2CCCC(c3nc4c(nnn4Cc4ccccc4Cl)c(=O)[nH]3)C2)c1 (stereo not drawn),17,3,-13,-0.2,-5,16,14,-12
COC(=O)c1ccccc1NC(=O)CN1CCC(n2nnc3cc(C(F)(F)F)ccc32)CC1,16,-2,5,-3.4,-22,1,21,-17
COc1cc(C(=O)NC(=S)NNC(=O)c2cnccn2)cc(OC)c1OC,-1,-1,49,1.4,28,-15,4,1
CCOc1c2ccc(C(=O)NCc3ccccc3OC)cc2nn1CC,-26,-2,10,0.4,24,7,-21,-10
COC(=O)C1(NC(=O)NC2CCCCC2)CCCCC1,11,1,21,-0.5,9,8,9,-7
Cn1nc(-c2ccc3c(c2)OCCO3)c2ccccc2c1=O,29,3,29,-1.0,-12,22,4,5
CS(=O)(=O)N(CC(=O)N1CCOCC1)c1cccc([N+](=O)[O-])c1,2,0,20,-1.0,2,8,9,15
Cc1ccn2cc(CCNS(=O)(=O)c3ccc4ccccc4c3)nc2c1,2,-2,11,0.1,7,10,-5,9
CCOc1ccc(NC(=S)/C(=C(\[O-])c2ccc(C)c([N+](=O)[O-])c2)[n+]2ccccc2)cc1,23,2,18,2.2,-42,0,2,-39
CC(C)C(=O)Nc1nnc(SCC(=O)Nc2ccc3c(c2)OCCO3)s1,-23,-3,-9,0.4,-20,13,-5,-35
Oc1csc(Cc2nc(-c3ccccc3F)cs2)n1,-5,2,-7,7.6,-45,1,7,-42
CCN(CC(=O)Nc1c(F)cccc1F)C(=O)COc1ccc2c(C)cc(=O)oc2c1,-8,0,11,0.2,8,5,-8,-7
COc1ccc(/C=C/C(=O)c2ccc(NS(=O)(=O)c3ccc(C)cc3)cc2)cc1O,31,-2,65*,18,-30,30,28,13
COc1ccc(Cl)cc1NC(=O)C1Cc2ccccc2CN1S(C)(=O)=O (stereo not drawn),-15,6,-7,0.9,-37,11,-7,-21
Cc1cnc(SCc2ccc(Cl)cc2Cl)[nH]c1=O,9,0,20,1.2,4,23,14,17
CC(=O)Nc1ccc(S(=O)(=O)NCC2CCC(C(=O)NCCC(C)C)CC2)cc1 (stereo not drawn),10,-5,-1,-0.1,9,15,-9,-11
O=c1cc(CSc2ccccc2)[nH]c(=S)[nH]1,9,-2,28,-1.0,-17,6,-6,-6
O=C(NCCN1CCCCC1)Nc1ccc(F)c(Cl)c1,6,-2,-7,-1.4,13,-9,-17,-2
O=C(c1sc2ccccc2c1Cl)N1CCN(CCc2ccccn2)CC1,24,1,9,-0.3,-3,27,5,5
COC(=O)CSc1nc2ccccn2c(=O)c1C=O,16,-1,-6,-0.7,-12,8,10,-37
COC(=O)c1ccc(NC(=O)NS(=O)(=O)c2ccc(C)cc2)cc1,3,0,25,0.3,13,10,3,-3
Cc1cc(NC(=O)COC(=O)c2c(C)nn(-c3ccccc3)c2C)no1,11,2,-5,-0.4,-4,7,5,12
CSc1ccc(/C=C/C(=O)OCC(=O)NC2CC2)cc1,16,-1,-31,1.2,-1,22,14,5
CCc1ccc(NC(=O)C(C)OC(=O)/C=C/c2cccc([N+](=O)[O-])c2)cc1 (stereo not drawn),16,2,-11,1.5,-5,-9,-23,-5
O=C(O)c1ccc(N/N=C/c2ccc3ncccc3c2)cc1,8,-5,-89,-11,-155,4,0,-1
CCCn1c(SCC(=O)Nc2ccc3c(c2)CCC3)n[nH]c1=O,10,-1,-17,2.8,-4,6,1,-13
COC(=O)/C=C/CC(C)OS(N)(=O)=O (stereo not drawn),1,-2,-8,2.1,-26,4,0,0
O=C(Nc1cc(C(F)(F)F)ccc1Cl)C(Sc1ccccn1)c1ccccc1 (stereo not drawn),10,-1,15,0.0,-9,16,11,-10
COc1ccc(C2CC(c3ccc(C)cc3)=NN2C(=O)CCC(=O)O)cc1OC (stereo not drawn),-3,-3,9,0.5,8,1,-4,5
CSc1cccc(NC(=O)COc2ccccc2)c1,-6,2,5,0.5,10,15,17,-3
OC(COC(c1ccc(F)cc1)c1ccc(F)cc1)CN1CCCC(C(F)(F)F)C1 (stereo not drawn),23,-4,-12,1.9,6,17,8,-10
O=C(/C=C/c1ccccc1)NNC(=O)c1ccco1,-21,-2,30,1.5,13,5,4,7

# Assay outcomes deposited in PubChem by Sanford-Burnham Center for Chemical Genomics.
